bCat nuc transl: modulators of beta-catenin nuclear translocation; 0.3% of 190,000 active; AID 1665; HeLa beta-catenin nuclear translocation, immunofluorescence imaging; nuclear translocation activity, % at 5 µM;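 active = nuclear translocation activity above 50% at 5 µM, with a well cell count of 50 or more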;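 note: per-cell ratio of nuclear to cytoplasmic median beta-catenin stain intensity; plate controls were DMSO negative control for no effect and GSK-3 inhibitor IX positive control for full effect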
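Test system: human HeLa cells, native beta-catenin. Compound dosing: 5 µM primary single dose, 0.1% DMSO, 0.02–20 µM confirmation series. Incubation: compound exposure 24 h at 37°C. Detection: beta-catenin immunostaining with DAPI counterstain, 20x imaging, 6 fields/well. Read-out basis: Nuclear/cytoplasmic beta-catenin signal ratio, % activation.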
human PMI inhibitors: MPI inhibition at elevated mannose 6-phosphate – biochemical, fluorescence intensity, high mannose 6-phosphate, primary screen (AID 1220); recombinant PMI enzyme, coupled fluorescence intensity; higher % means a stronger effect; one-dose inhibition, % at 20 µM; IC50 in µM for titrated hits; 0.66% of 190,000 active
Hep lipid drop: modulators of hepatic lipid droplet formation | 0.4% of 240,000 active | inhibition, % at 6.5 µM | AML12 mouse hepatocytes, oleate lipid droplets, BODIPY imaging;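 active = lipid droplet intensity inhibited by at least 50%, with more than 500 cells counted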
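Technique: fluorescence imaging, 20x objective, two fields per well / Assay system: AML12 hepatocytes (mouse) / Measure: % inhibition of lipid droplet signal / Doses: 6.5 µM single-point dosing / Incubation: overnight exposure / Reagent: 100 µM oleic acid challenge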
Insulin prom up: MIN6 insulin promoter up-regulation. z-score at 5 µM. 0.3% of 190,000 active. MIN6 insulin promoter-GFP reporter, high-content imaging; active compounds read high. AID 1625;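 active = z-score above 3 at 5 µM with at least 500 cells counted in the well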
PMI inhibitors: MPI enzyme activity inhibition – biochemical, fluorescence intensity, coupled assay, primary screen (AID 1209); 0.42% of 190,000 active; inhibition, % at 20 µM; hits with a dose series show IC50 in µM; purified PMI enzyme, coupled fluorescence intensity; higher % means a stronger effect;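 note: plate controls were DMSO vehicle for no effect and wells lacking substrate for full effect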
MT stabilizer: stabilizes microtubules in HeLa cells. HeLa tubulin immunostaining HCS, 24 h; share of cells brighter than vehicle mean+2SD. % tubulin-high responders, % at 10 µM. 0.83% of 200,000 active. AID 2205;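 active = plate Z-score above 3 for both tubulin-high and condensed-nucleus cell shares, with cell loss under 80%, at 10 µM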;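 note: anti alpha tubulin signal scored within the nucleus-defined area of each cell; some results filed as inactive read as strong as hits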
TNAP activators: human TNAP enzyme activators, primary screen, biochemical, luminescent, no phosphate acceptor, uHTS (AID 1001). purified TNAP, luminescent activation assay, no phosphate acceptor; higher activation fold means a stronger effect. activation fold at 20 µM; hits with a dose series show EC50 in µM. 0.03% of 200,000 active; in the data active = activation fold from about 3, or a potency from the dose series; inactive = the rest, 99 in 100 with activation fold below about 1.6; note: many of its hits are not listed in these tables
T cell HTS: T cell immune modulation candidate | calls only at 7 µM | AID 2052 | 2C CD8+ T cell-vesicle binding, flow cytometry; active compounds read low | 0.068% of 330,000 active;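 active = response, share of CD8 T cells binding vesicles, and their 90th percentile fluorescence all below set limits, cut at about 80% in these data, passing the limit was not always enough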
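Material: murine 2C transgenic CD8+ T lymphocytes / Also added: QL9-peptide-loaded Drosophila micro-vesicles bearing Ld, ICAM-1 and B7-1 / Schedule: binding step 1.5 h, 37 °C, antibody labelling 20 min, ice / Signal: flow cytometry, PE anti-B7-1 (FL2) versus Alexa647 anti-CD8 (FL8), PFA-fixed / Evaluation: percent CD8+ FL2 mean versus row control / Benchmarks: naked versus QL9-loaded vesicles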
Autophagy HCS: modulators of autophagy | calls only at 10 µM (by protocol) | 0.98% of 190,000 active | MEF GFP-LC3 puncta imaging; test concentration mostly 10 µM | AID 463193;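 active = percentage of spot-positive cells more than 3 SD above its plate mean, without a fluorescence outlier flag or 80% toxicity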;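 note: spot-positive cell cutoff set from DMSO-treated cells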
Insulin prom up cell count: further read-out of Insulin prom up, marked with its call; cell count; measured here: cytotoxicity, nuclei count;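 total cells summed across four imaged fields per well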
Hep lipid drop cells 6.5 µM: further read-out of Hep lipid drop, marked with its call; cell count; measured here: cell count, cytotoxicity flag;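 cells counted across two imaged fields per well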
bCat nuc transl cell count 5 µM: further read-out of bCat nuc transl, marked with its call; cell count; measured here: cell count, cytotoxicity flag
T cell HTS vesicle-bound %: second read-out of T cell HTS, no call of its own (marks repeat the call); double positive events, %; measured here: CD8+ vesicle-bound cell fraction;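 binding gate set so that unloaded-vesicle control wells show 10% double positive cells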
MT stabilizer Hoechst-high %: recorded beside MT stabilizer, whose call it bears; % Hoechst-high responders; measured here: nuclear condensation Hoechst responders;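 share of cells brighter than vehicle mean plus two SD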
MT stabilizer cytotoxicity %: second read-out of MT stabilizer, no call of its own (marks repeat the call); toxicity, %; measured here: cytotoxicity by cell density;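 0% = mean cell density of plate MIN control wells and 100% = no cells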
Autophagy HCS cell loss 18 h: also measured in Autophagy HCS; calls as there; toxicity, %; measured here: cell loss, nuclei count;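 cell loss after 18 h compound exposure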
The depositor's hits bear a star; i = inactive; x = no result given; + = active, no number. Cut-off read from the data, not from the text of the source, unless noted: active = inhibition above about 50%; inactive = the rest.

entry | mol | bCat nuc transl | bCat nuc transl cell count 5 µM | human PMI inhibitors | Hep lipid drop | Hep lipid drop cells 6.5 µM | Insulin prom up | Insulin prom up cell count | PMI inhibitors
1 | CCC(Sc1nc2ccccc2[nH]1)C(=O)Nc1cc(C)on1 (stereo not given) | 1.9 | 1037 | 5% | -2 | 689 | 0.06 | 1202 | 8%
2 | CCOc1ccc(-c2[nH]nc3c2C(c2ccc4c(c2)OCO4)C(C#N)=C(N)O3)cc1OC (stereo not given) | 0.0 | 1086 | 12% | -1 | 733 | 0.2 | 1265 | 20%
3 | COc1cc(C(=O)Nc2ccc(S(=O)(=O)Nc3onc(C)c3C)cc2)cc(OC)c1OC | 0.0 | 625 | -11% | x | x | 0.83 | 1358 | -15%
4 | CCCSc1nc(N2CCCC2)c2c(c1C#N)CC(C)(C)OC2 | -0.2 | 1051 | 16% | -2 | 681 | x | x | 15%
5 | Cc1cccc(NC(=O)c2snc3c(=O)[nH]cnc23)c1 | -0.8 | 860 | 12% | x | x | -0.52 | 1339 | 10%
6 | Fc1ccc(OCc2nc(-c3ccc(Br)o3)no2)c(F)c1 | -0.7 | 1127 | 4% | x | x | -0.83 | 856 | 1%
7 | CCC(C)(C)NC(=O)C(c1ccccn1)N(C(=O)c1csnn1)c1ccccc1 (stereo not given) | 0.6 | 1052 | 6% | -7 | 693 | 0.34 | 1439 | -3%
8 | CN(C)c1ccc(NC(=O)Cn2cc3c(n2)CCCC3)cc1 | 0.3 | 1008 | 15% | -1 | 541 | -0.26 | 1859 | 17%
9 | Cc1csc(NC(=O)CSc2nc3[nH]ncc3c(=O)[nH]2)n1 | 0.3 | 1050 | -6% | 19 | 699 | -0.13 | 1247 | -17%
10 | O=CNNC(=O)c1cccc([N+](=O)[O-])c1 | -1.9 | 1113 | 13% | 3 | 668 | 0.61 | 1536 | 12%
11 | CC(=O)Nc1ccc(-c2nnn(CC(=O)c3ccccc3)n2)cc1Cl | -3.3 | 1052 | 9% | x | x | 0.31 | 1246 | 2%
12 | Cc1ccc(S(=O)(=O)C(C#N)=C2N(C)c3ccccc3N2C)cc1 | -2.2 | 1100 | 2% | -2 | 712 | -0.44 | 1308 | -2%
13 | Nc1ccc(C(=O)C(=O)c2ccc(N)cc2)cc1 | -0.7 | 1306 | x | -14 | 686 | -0.17 | 1121 | x
14 | Cc1ccc(NC2Sc3ccccc3NC2=O)cc1 (stereo not given) | -0.5 | 1139 | -109% | -47 | 663 | 1.5 | 1348 | -55%
15 | CCOC(=O)C1=C(C)NC(=O)C1CC(=O)Nc1ccccc1 (stereo not given) | 4.2 | 966 | -197% | -2 | 700 | x | x | -106%

entry | MT stabilizer | MT stabilizer Hoechst-high % | MT stabilizer cytotoxicity % | TNAP activators | T cell HTS | T cell HTS vesicle-bound % | Autophagy HCS | Autophagy HCS cell loss 18 h
1 | 4.3 | 1.3 | 5.8 | 1.1 | i | 35 | i | 10
2 | 4.1 | 2.5 | 6.2 | 1 | i | 16 | i | 3
3 | 6.1 | 3.4 | 7.1 | 1 | i | 6 | i | 10
4 | 2.3 | 2.6 | 8.1 | 1.1 | i | 26 | i | -3
5 | 9.3 | 4.4 | 1.6 | 1 | x | x | i | -12
6 | 4.7 | 5.5 | 6.0 | 0.9 | i | 39 | i | 5
7 | 0.9 | 0.9 | 3.0 | 1.1 | i | 11 | i | 15
8 | 2.6 | 3.5 | 9.2 | 1.1 | x | x | i | -20
9 | 2.9 | 1.2 | 7.7 | 1.2 | i | 49 | i | -9
10 | 3.8 | 1.9 | 4.0 | 1.1 | i | 55 | i | -5
11 | 1.9 | 1.3 | 7.8 | 1.1 | i | 42 | i | -9
12 | 2.0 | 1.9 | 17 | 1.2 | i | 36 | + | 9.4*
13 | x | x | x | x | i | 7 | x | x
14 | 6.0 | 1.1 | 16 | 1 | i | 23 | i | 16
15 | 2.6 | 1.5 | 4.6 | 1.2 | i | 42 | i | -3

Entries of single compounds, quoted from the list:
`Cc1csc(NC(=O)CSc2nc3[nH]ncc3c(=O)[nH]2)n1` as listed: bCat nuc transl: 0.3; bCat nuc transl cell count 5 µM: 1050; human PMI inhibitors: -6%; Hep lipid drop: 19; Hep lipid drop cells 6.5 µM: 699; Insulin prom up: -0.13; Insulin prom up cell count: 1247; PMI inhibitors: -17%; MT stabilizer: 2.9; MT stabilizer Hoechst-high %: 1.2; MT stabilizer cytotoxicity %: 7.7; TNAP activators: 1.2; T cell HTS: i; T cell HTS vesicle-bound %: 49; Autophagy HCS: i; Autophagy HCS cell loss 18 h: -9
`CCC(Sc1nc2ccccc2[nH]1)C(=O)Nc1cc(C)on1` (stereo not given) as listed: bCat nuc transl: 1.9; bCat nuc transl cell count 5 µM: 1037; human PMI inhibitors: 5%; Hep lipid drop: -2; Hep lipid drop cells 6.5 µM: 689; Insulin prom up: 0.06; Insulin prom up cell count: 1202; PMI inhibitors: 8%; MT stabilizer: 4.3; MT stabilizer Hoechst-high %: 1.3; MT stabilizer cytotoxicity %: 5.8; TNAP activators: 1.1; T cell HTS: i; T cell HTS vesicle-bound %: 35; Autophagy HCS: i; Autophagy HCS cell loss 18 h: 10

Additional structures
entry | mol | bCat nuc transl | bCat nuc transl cell count 5 µM | human PMI inhibitors | Hep lipid drop | Hep lipid drop cells 6.5 µM | Insulin prom up | Insulin prom up cell count | PMI inhibitors
16 | Cc1ccc(OCC(=O)N2CCc3ccccc32)c([N+](=O)[O-])n1 | 1.6 | 1131 | -8% | 0 | 648 | -0.55 | 1101 | -3%
17 | O=C(COC(=O)CNS(=O)(=O)/C=C/c1ccccc1)NC1CCS(=O)(=O)C1 (stereo not given) | 0.0 | 1204 | -4% | x | x | x | x | -3%
18 | CCOc1ccc(NC(=O)NC2CC(=O)N(c3ccc(OC)cc3)C2)cc1 (stereo not given) | x | x | -3% | 10 | 726 | x | x | 1%
19 | Cc1ccccc1-c1cc(C(=O)Nc2sc(C(=O)OC(C)C)c(C)c2C#N)c2ccccc2n1 | -0.5 | 805 | 32% | 11 | 585 | x | x | 61%*
20 | O=C(CN1C(=O)NC2(CCc3ccccc32)C1=O)Nc1ccc(N2CCOCC2)cc1 (stereo not given) | x | x | -5% | 7 | 768 | -0.12 | 918 | -3%
21 | COc1ccc(/C=N/NC(=O)c2cccnc2)cc1CN1CCOCC1 | 0.8 | 1334 | x | -1 | 683 | -0.09 | 1051 | x
22 | COc1ccc(/C=C/C(=O)Nc2cccc(S(=O)(=O)NC3=NCCCCC3)c2)cc1 | -0.9 | 1254 | x | 9 | 706 | -0.14 | 1009 | x
23 | Cc1c(N/C(=N/S(=O)(=O)c2cc([N+](=O)[O-])ccc2Cl)c2ccccc2)c(=O)n(-c2ccccc2)n1C | 1.1 | 1146 | -17% | 22 | 679 | -0.34 | 1320 | -25%
24 | O=C(C1=C[C@H](c2csc3ccccc23)C[C@H](OCc2ccc(CO)cc2)O1)N1CCN(Cc2ccccc2)CC1 | -2.0 | 1147 | 14% | -11 | 689 | -0.45 | 1382 | 10%
25 | O=C(Nc1nccs1)c1cc(-c2ccco2)nc2ccccc12 | -1.1 | 557 | 2% | 8 | 631 | -0.17 | 1436 | 8%
26 | O=S(=O)(/C=C/c1ccccc1)N1CCN(c2nc(-c3ccccc3)nc3ccccc23)CC1 | -1.1 | 1063 | 11% | 1 | 668 | -0.54 | 1216 | 10%
27 | Cc1ccc(CN2C(=O)CCC2C(=O)N2CCN(c3ccccc3)CC2)cc1 (stereo not given) | -0.7 | 1061 | 3% | -22 | 785 | -0.87 | 1133 | -5%
28 | Nn1c(SCC(=O)Nc2ccc(F)cc2)nnc1-c1cccnc1 | -2.9 | 1134 | 5% | -3 | 544 | 0.09 | 1929 | 4%
29 | O=S(=O)(NCCc1ccccc1)c1cccc(S(=O)(=O)N2CCOCC2)c1 | 2.8 | 1146 | 0% | x | x | -0.73 | 1202 | 1%
30 | Cn1c(Cc2c[nH]c3ccccc23)n[nH]c1=S | x | x | -14% | 8 | 768 | -0.33 | 1006 | -10%
31 | O=c1c2cccc3c2c(nn1-c1ccccc1)-c1ccccc1-3 | -0.2 | 1034 | 12% | -6 | 607 | -0.69 | 1796 | 14%
32 | CN1OC(Cn2cc(C#N)c(=O)n(C)c2=O)CC1c1ccccc1 (stereo not given) | 1.7 | 1076 | -10% | 12 | 701 | -0.01 | 1274 | -9%
33 | COc1ccc(/C=C(\NC(=O)c2ccc(OC)cc2)C(=O)NC(CCSC)C(=O)O)cc1 (stereo not given) | -6.9 | 1194 | -8% | 1 | 718 | -0.41 | 917 | -1%

entry | MT stabilizer | MT stabilizer Hoechst-high % | MT stabilizer cytotoxicity % | TNAP activators | T cell HTS | T cell HTS vesicle-bound % | Autophagy HCS | Autophagy HCS cell loss 18 h
16 | 3.1 | 2.8 | 8.4 | 1.1 | i | 54 | i | -8
17 | 3.7 | 2.4 | 0.5 | 1.1 | i | 36 | i | 5
18 | 2.0 | 1.6 | 0.4 | 1.1 | i | 12 | i | -10
19 | 1.3 | 0.6 | 7.6 | 1.1 | i | 37 | i | 12
20 | 2.2 | 1.2 | 5.2 | 1.2 | i | 34 | i | 2
21 | x | x | x | x | i | 37 | x | x
22 | x | x | x | x | i | 47 | x | x
23 | 3.2 | 2.8 | 6.7 | 1.1 | i | 46 | i | 31
24 | 4.3 | 1.7 | 6.8 | 1 | i | 26 | i | 16
25 | 2.7 | 4.4 | 8.2 | 1 | i | 42 | i | -9
26 | 2.8 | 4.0 | 7.3 | 1.1 | i | 41 | i | 2
27 | 2.6 | 1.0 | 1.8 | 1.1 | i | 20 | i | 3
28 | 2.9 | 0.6 | 77 | 1.1 | i | 44 | i | 1
29 | 4.2 | 3.9 | 0.0 | 1.1 | i | 55 | i | -4
30 | 2.0 | 1.7 | 6.9 | 1 | i | 51 | i | 5
31 | 1.1 | 2.2 | 6.3 | 1 | i | 6 | i | 5
32 | 2.5 | 1.6 | 2.1 | 1.1 | i | 37 | i | 0
33 | 1.8 | 1.7 | 6.8 | 1.1 | i | 38 | i | -8
